POLB inh: qHTS Assay for Inhibitors of DNA Polymerase Beta; hit rate 1.3% among 340,000; Potency, µM (series often up to 114 µM), for the others: at the highest dose activity change, negative = inhibition, hits mostly inhibitors; P06746; AID 485314, 2010; Pol beta primer extension/strand displacement, fluorescence kinetic; note: % is set by controls: 0 for no effect and ±100 for the full control effect
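Curves were derived by four-parameter Hill fits of normalized qHTS data. The kinetic fluorescent primer-extension read was taken at 0 and 10 min after 50 nM substrate, following a 15 min room-temperature preincubation of 10 nM enzyme with compounds.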
Pol kappa inh: qHTS for Inhibitors of Polymerase Kappa | hit rate 0.53% among 400,000 | AID 588579, 2011 | purified Pol kappa, fluorescent DNA synthesis assay, 10 min | Potency, µM (highest dose often 107 µM), for inactives: at the highest dose activity, negative = inhibition, actives largely listed as inhibitors; note: % is set by controls: 0 for no effect and ±100 for the full control effect
Target sequence (Q9UBT6 whole entry, looked up): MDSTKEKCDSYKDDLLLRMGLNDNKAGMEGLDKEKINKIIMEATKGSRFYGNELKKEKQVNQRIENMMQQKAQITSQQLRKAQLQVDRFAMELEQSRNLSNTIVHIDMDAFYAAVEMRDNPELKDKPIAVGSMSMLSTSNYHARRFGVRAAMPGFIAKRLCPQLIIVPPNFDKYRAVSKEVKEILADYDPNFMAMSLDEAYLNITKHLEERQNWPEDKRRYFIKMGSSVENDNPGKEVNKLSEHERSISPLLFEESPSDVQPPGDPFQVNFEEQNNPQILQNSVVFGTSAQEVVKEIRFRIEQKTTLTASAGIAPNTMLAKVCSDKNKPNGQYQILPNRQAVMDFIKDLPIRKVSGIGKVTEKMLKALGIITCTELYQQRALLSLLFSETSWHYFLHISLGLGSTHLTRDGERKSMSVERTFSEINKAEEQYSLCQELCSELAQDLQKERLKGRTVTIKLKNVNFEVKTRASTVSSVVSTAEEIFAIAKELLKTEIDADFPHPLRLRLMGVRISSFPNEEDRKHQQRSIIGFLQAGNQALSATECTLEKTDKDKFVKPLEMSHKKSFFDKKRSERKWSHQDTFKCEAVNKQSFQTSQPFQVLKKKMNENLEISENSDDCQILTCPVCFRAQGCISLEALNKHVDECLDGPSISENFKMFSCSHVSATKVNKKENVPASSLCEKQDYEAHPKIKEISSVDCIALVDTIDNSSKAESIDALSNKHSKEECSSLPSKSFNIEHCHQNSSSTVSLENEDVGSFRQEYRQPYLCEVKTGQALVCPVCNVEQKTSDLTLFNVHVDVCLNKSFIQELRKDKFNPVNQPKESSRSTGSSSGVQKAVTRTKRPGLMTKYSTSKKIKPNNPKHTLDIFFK
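First, compounds were pin-transferred onto 10 nM Pol kappa. After 15 min at room temperature, substrate was added to 50 nM final. Fluorescence was then measured kinetically at 0 and 10 min.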
APE1 inh: qHTS Assay for Inhibitors of the Human Apurinic/apyrimidinic Endonuclease 1 (APE1); Potency, µM (highest dose often 65.8 µM), for the others: at the highest dose activity change, negative = inhibition, actives largely listed as inhibitors; DNA repair nuclease/redox regulator APEX1 (Homo sapiens), P27695; AID 2517, 2012; recombinant APE1, TAMRA/BHQ-2 abasic DNA cleavage fluorescence; hit rate 0.35% among 350,000;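 note: plate controls were vehicle for no effect and reference inhibitor for full effect; nearly all actives have a fitted effect of over 55% in size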
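Readout is kinetic fluorescence (ex 525, em 598 nm) from cleavage of 50 nM TAMRA/BHQ-2 THF abasic duplex by 0.75 nM APE1, compound added 15 min beforehand at RT.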
BAZ2B block: qHTS Assay for Inhibitors of BAZ2B. AlphaScreen BAZ2B-H3K14Ac peptide displacement. AID 504333, 2011. hit rate 4.4% among 360,000. Bromodomain adjacent to zinc finger domain protein 2B (Homo sapiens), Q9UIF8. Potency, µM (doses to about 114 µM), for inactives: at the top dose activity change, negative = inhibition, most hits filed as inhibitors; note: % is set by controls: 0 for no effect and ±100 for the full control effect; nearly all actives have a fitted effect of over 60% in size
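AlphaScreen luminescence quantifies BAZ2B engagement of H3K14Ac peptide; the protein and biotinylated peptide are both at 50 nM final, buffer PBS pH 7.4 with 0.01% Tween-20, all steps at room temperature.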
BLM inh: qHTS Assay for Inhibitors of Bloom's syndrome helicase (BLM); Potency, µM (highest dose often 56.1 µM), without a hit: top-dose activity change, negative = inhibition, actives largely listed as inhibitors; recombinant BLM DNA unwinding, fluorescence dequenching; hit rate 0.2% among 350,000; RecQ-like DNA helicase BLM (Homo sapiens), P54132;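 note: plate controls were vehicle for no effect and no enzyme for full effect; nearly all actives have a fitted effect of over 35% in size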
G9a inh: qHTS Assay for Inhibitors of Histone Lysine Methyltransferase G9a. G9a H3K9 monomethylation, AlphaScreen, 2 h. Histone-lysine N-methyltransferase EHMT2 (Homo sapiens), Q96KQ7. Potency, µM (titrated, usually from 102 µM), for inactives: top-dose activity, negative = inhibition, hits mostly inhibitors. hit rate 8.8% among 350,000. AID 504332, 2011; note: % is set by controls: 0 for no effect and ±100 for the full control effect; nearly all actives have a fitted effect of over 75% in size
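Chemiluminescent proximity detection of H3K9 monomethylation, read after 10 min bead incubation in the dark. Reaction: 20 nM G9a, 500 nM biotin-H3K9 peptide, 20 uM SAM cofactor, 2 h, room temperature, following 15 min enzyme-compound preincubation.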
POLI inh: qHTS for Inhibitors of Polymerase Iota; DNA polymerase iota (Homo sapiens), Q9UNA4; Pol iota fluorescent replication assay, 10 min; Potency, µM (highest dose often 115 µM), for inactives: top-dose activity, negative = inhibition, usual class: inhibitors; hit rate 1% among 390,000; AID 588590, 2011
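Pol iota at 10 nM preincubated 15 min with compounds at room temperature; reaction started with fluorescent substrate, 50 nM final. Fluorescence read kinetically at 0 and 10 min; buffer-only wells as negative control.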
POLH inh: qHTS for Inhibitors of Polymerase Eta; AID 588591, 2011; Potency, µM (titrated, usually from 114 µM), for inactives: at the highest dose activity change, negative = inhibition, hits mostly inhibitors; hit rate 1.2% among 390,000; recombinant Pol eta, fluorescent DNA replication assay; DNA polymerase eta (Homo sapiens), Q9Y253; note: % is set by controls: 0 for no effect and ±100 for the full control effect
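Fluorescent replication assay: 50 nM final substrate added after a 15 min room-temperature compound preincubation with 10 nM enzyme. Signal taken at 0 min and again at 10 min.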
Apoferritin bind: qHTS Assay for Identification of Novel General Anesthetics | Ferritin light chain (Equus caballus), P02791 | apoferritin/1-aminoanthracene competitive binding, fluorescence | Potency, µM (doses to about 77.5 µM), for inactives: at the top dose activity change, negative = displacement, actives largely listed as inhibitors | hit rate 0.074% among 350,000 | AID 485281, 2010; note: % is set by controls: 0 for no effect and ±100 for the full control effect; nearly all actives have a fitted effect of over 20% in size
Target sequence (P02791 2-175 limits assumed): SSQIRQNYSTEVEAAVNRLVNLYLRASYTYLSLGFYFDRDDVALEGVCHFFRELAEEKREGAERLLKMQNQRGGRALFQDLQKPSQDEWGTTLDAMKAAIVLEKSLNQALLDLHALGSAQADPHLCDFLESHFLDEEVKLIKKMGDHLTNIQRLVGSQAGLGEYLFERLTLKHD
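Concentration-response curves derived by four-parameter Hill fitting of normalized fluorescence, where compounds displaced 1-AMA from 10 uM horse apoferritin following a brief 10 min room-temperature incubation; propofol titration acted as positive control.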
The depositor's hits bear a star; [ ] = remark or other dose. Calls come from the whole dose curve; as a rule, active = well fitted curve in the direction sought with a large enough effect; inconclusive = small, poorly fitted or top-dose-only effect, or another doubt; inactive = no such curve, though single readings can be large; an effect the other way counts as inactive or inconclusive. Potency is the fitted concentration of half-maximal effect. This is a subset; count on the stated rates, not on these rows.

COc1cc(OC)c(/C=N/NC(=O)Cn2nc([N+](=O)[O-])cc2C)c(OC)c1 was read as POLB inh 4%, Pol kappa inh -6%, APE1 inh -4%, BAZ2B block -10%, BLM inh -5%, G9a inh 1%, POLI inh -28%[58.9 µM], POLH inh -13% and Apoferritin bind -4%.
Screening O=c1c2c(nc3nc(CCc4ccccc4)[nH]n13)CCC2 returned POLB inh inconclusive, Pol kappa inh 0%, APE1 inh -5%, BAZ2B block 7%, BLM inh 0%, G9a inh -17%, POLI inh -4%, POLH inh -16% and Apoferritin bind -3%.
`COc1ccc(-c2cc(C(=O)OC(C)C(=O)Nc3c(C)n(C)n(-c4ccccc4)c3=O)c3ccccc3n2)cc1` (configuration not stated) gave POLB inh 0%, Pol kappa inh 2%, APE1 inh 4%, BAZ2B block -2%, BLM inh -7%, G9a inh 22%[59 µM], POLI inh 15%, POLH inh -21% and Apoferritin bind 4%.
For O=C(/C=C/c1ccco1)Nc1ccc(Oc2ccccc2)cc1 the results were POLB inh 14%, Pol kappa inh -15%, APE1 inh -5%, BAZ2B block inconclusive, BLM inh -9%, G9a inh inconclusive, POLI inh inconclusive, POLH inh inconclusive and Apoferritin bind inconclusive.
COc1ccc(S(=O)(=O)N(C)CC(=O)Nc2ccc(C)cc2)cc1OC was read as POLB inh 64%, Pol kappa inh 0%, APE1 inh 5%, BAZ2B block -19%, BLM inh -4%, G9a inh -7%, POLI inh 5%, POLH inh -1% and Apoferritin bind -2%.
`Cc1ccc(C(=O)CSc2cc(C)[nH]c(=O)n2)cc1` gave POLB inh 1%, Pol kappa inh -18%, APE1 inh -10%, BAZ2B block 45µM*, BLM inh -13%, G9a inh -9%[0.501 µM], POLI inh inconclusive, POLH inh inconclusive and Apoferritin bind -11%.
Screening CC(C)c1ccc(NC(=O)c2ccc(NC(=O)CCS(=O)(=O)c3cccs3)cc2)cc1 returned POLB inh 3%, Pol kappa inh -12%, BAZ2B block 1%, BLM inh -4%, G9a inh -4%[59 µM], POLI inh 3%, POLH inh -13% and Apoferritin bind 7%.
`O=C(c1ccc(Cl)c([N+](=O)[O-])c1)N(Cc1ccccc1)C1CCS(=O)(=O)C1` (configuration not stated) gave POLB inh 21%, Pol kappa inh 1%, APE1 inh 5%, BAZ2B block 6%, BLM inh 2%, G9a inh 3%, POLI inh 7%, POLH inh -20% and Apoferritin bind 4%.
Screening Cc1ccc(S(=O)(=O)N2CCOCC2)cc1NC(=O)CNCC1CCCCC1 returned POLB inh -10%, Pol kappa inh -3%, APE1 inh -1%, BLM inh -3%, G9a inh 10µM*, POLI inh 173%[activator], POLH inh -4% and Apoferritin bind -4%.
COc1ccc(C=NC(CO)C(O)c2ccc([N+](=O)[O-])cc2)cc1 (configuration not stated) was read as POLB inh 12%, Pol kappa inh -2%, APE1 inh -1%, BAZ2B block -26%[57.1 µM], BLM inh -2%, G9a inh -6%, POLI inh 7%, POLH inh 5% and Apoferritin bind -7%.
`CCc1noc2c1/C(=N\O)CC(c1ccccc1)C2` (configuration not stated) gave POLB inh -27%, Pol kappa inh -18%, APE1 inh -3%, BAZ2B block -5%, BLM inh -1%, G9a inh 22%[59 µM], POLI inh 9%, POLH inh -1% and Apoferritin bind inconclusive.
C=CCn1c(N)c(S(=O)(=O)c2cccs2)c2nc3ccccc3nc21 was read as POLB inh -20%, Pol kappa inh 1%, APE1 inh -4%, BAZ2B block -16%, BLM inh inconclusive, G9a inh -36%[12.7 µM], POLI inh 9%, POLH inh -6% and Apoferritin bind 392%[activator].
`Cc1ccc(C2C(C#N)=C(N)Oc3c2oc(CO)cc3=O)o1` (configuration not stated) gave POLB inh -30%, Pol kappa inh -7%, APE1 inh inconclusive, BAZ2B block inconclusive, BLM inh -1%, G9a inh inconclusive, POLI inh inconclusive, POLH inh -2% and Apoferritin bind -20%.
For Cc1cccc(NC2=NC3(CCCCC3)N=C(N)N2)c1C the results were POLB inh 14%, Pol kappa inh -3%, APE1 inh 14%, BAZ2B block 8%, BLM inh 1%, G9a inh -11%[59 µM], POLI inh -4%, POLH inh -9% and Apoferritin bind -4%.
Screening CN(C)c1ccc(NC(=O)Cn2cc(S(=O)(=O)Cc3cccc(Cl)c3)c3ccccc32)cc1 returned POLB inh 3%, Pol kappa inh -4%, BAZ2B block -24%, BLM inh -7%, G9a inh inconclusive, POLI inh 69%[activator], POLH inh -14% and Apoferritin bind -7%.
O=C(CN1CCCc2ccccc21)N/N=C/c1ccccc1O was read as POLB inh 15%, Pol kappa inh -8%, APE1 inh 1%, BAZ2B block 0%, BLM inh 1%, G9a inh 12%, POLI inh 40%[activator], POLH inh -3% and Apoferritin bind 3%.
Screening Cc1ccccc1-c1nn2c(=O)cc(CN3CCN(S(=O)(=O)c4ccc(Cl)cc4)CC3)nc2s1 returned POLB inh 34%, Pol kappa inh -3%[60.1 µM], BAZ2B block 3%, BLM inh -1%, G9a inh -17%[59 µM], POLI inh 11%, POLH inh -16% and Apoferritin bind -4%.
Screening Cc1cc(NC(=O)CCC(=O)N(CCC(C)C)C(C(=O)NC2CCCC2)c2ccccc2C)no1 (configuration not stated) returned POLB inh -14%, Pol kappa inh -4%, APE1 inh 42%, BAZ2B block 0%, BLM inh -6%, G9a inh 2%, POLI inh 18%, POLH inh -21% and Apoferritin bind 1%.
For O=C(O)c1ccc(COc2ccc3ccccc3c2/C=C2/NC(=O)N(Cc3ccc(F)cc3)C2=O)cc1 the results were POLB inh 22µM*, Pol kappa inh inconclusive, APE1 inh -2%, BAZ2B block 28µM*, BLM inh inconclusive, G9a inh inconclusive, POLI inh -4%, POLH inh 32µM* and Apoferritin bind -15%.
For C(=N\Nc1nc(N2CCCCC2)nc(N2CCCCC2)n1)/c1c[nH]c2ccccc12 the results were POLB inh inconclusive, Pol kappa inh -9%, APE1 inh 0%, BAZ2B block 40µM*, BLM inh -2%, G9a inh inconclusive, POLI inh -12%, POLH inh -19% and Apoferritin bind -13%.
Screening CCN(CC)CC(=O)NCC1(c2ccccc2)CCOCC1 returned POLB inh -2%, Pol kappa inh -17%, APE1 inh 6%, BAZ2B block 3%, BLM inh 1%, G9a inh inconclusive, POLI inh 8%, POLH inh 0% and Apoferritin bind 0%.
COC(=O)C1C(O)=C(C(C)=Nc2cccc3ccccc23)C(=O)CC1(C)C (configuration not stated) was read as POLB inh -3%, Pol kappa inh -18%, APE1 inh 4%, BAZ2B block -32%, BLM inh -4%, G9a inh -64%, POLI inh inconclusive, POLH inh -14% and Apoferritin bind -6%.
Screening CC[n+]1c(/C=C/Nc2ccccc2)oc2ccccc21 returned POLB inh -8%, Pol kappa inh -10%, APE1 inh -7%, BAZ2B block -30%, BLM inh -4%, G9a inh 50µM*, POLI inh inconclusive, POLH inh -8% and Apoferritin bind inconclusive.
COc1ccc(C2CC(c3ccccc3)=NN2C(=O)c2ccc(F)cc2)cc1 (configuration not stated) was read as POLB inh 33%, Pol kappa inh -19%, APE1 inh -3%, BAZ2B block -9%, BLM inh -13%, G9a inh 18%, POLI inh 49%[activator], POLH inh -5% and Apoferritin bind -5%.
Screening CC1CCCC(NC(=O)CN2C(=O)NC(C)(c3cc(F)ccc3F)C2=O)C1C (configuration not stated) returned Pol kappa inh 1%, APE1 inh -10%, POLI inh 31%[activator] and POLH inh -16%.
Screening CC(=O)c1c(C)[nH]c(C(=O)CSc2nnc(-c3ccccc3)n2Cc2ccc3c(c2)OCO3)c1C returned POLB inh 3%, Pol kappa inh -12%, APE1 inh 0%, BAZ2B block -3%, BLM inh -6%, G9a inh inconclusive, POLI inh 6%, POLH inh -3% and Apoferritin bind -12%.
Screening CC(=O)c1ccc(Nc2cc(C)nc3c(C)cc(C)cc23)cc1 returned POLB inh 17%, Pol kappa inh -12%, APE1 inh -2%, BAZ2B block -10%, BLM inh 97%[activator], G9a inh -11%, POLI inh 2%, POLH inh -9% and Apoferritin bind -10%.
Screening COc1ccc(CC(=O)Nc2ccc(C(=O)Nc3nccs3)cc2)cc1OC returned POLB inh -1%, Pol kappa inh 6%, APE1 inh -2%, BAZ2B block -16%, BLM inh -5%, G9a inh inconclusive, POLI inh 6%, POLH inh -14% and Apoferritin bind -11%.
Screening COc1ccc(C(=O)/C=C/c2ccc(N(C)C)cc2)c(OC)c1 returned POLB inh -6%, Pol kappa inh -18%, APE1 inh -6%, BAZ2B block -10%, BLM inh -12%, G9a inh -1%, POLI inh -9%[58.9 µM], POLH inh -12% and Apoferritin bind 4%.
For CC(C)(C)NC(=O)CCC1COc2ccccc2O1 (configuration not stated) the results were POLB inh 5%, Pol kappa inh 0%, APE1 inh 3%, BAZ2B block -3%, BLM inh -1%, G9a inh 8%[59 µM], POLI inh -1%[58.9 µM], POLH inh -3% and Apoferritin bind 1%.

An excerpt from above in order of length of the SMILES, ascending:
For CC(C)(C)NC(=O)CCC1COc2ccccc2O1 (configuration not stated) the results were POLB inh 5%, Pol kappa inh 0%, APE1 inh 3%, BAZ2B block -3%, BLM inh -1%, G9a inh 8%[59 µM], POLI inh -1%[58.9 µM], POLH inh -3% and Apoferritin bind 1%.
COc1ccc(C2CC(c3ccccc3)=NN2C(=O)c2ccc(F)cc2)cc1 (configuration not stated) was read as POLB inh 33%, Pol kappa inh -19%, APE1 inh -3%, BAZ2B block -9%, BLM inh -13%, G9a inh 18%, POLI inh 49%[activator], POLH inh -5% and Apoferritin bind -5%.
Screening CC(=O)c1c(C)[nH]c(C(=O)CSc2nnc(-c3ccccc3)n2Cc2ccc3c(c2)OCO3)c1C returned POLB inh 3%, Pol kappa inh -12%, APE1 inh 0%, BAZ2B block -3%, BLM inh -6%, G9a inh inconclusive, POLI inh 6%, POLH inh -3% and Apoferritin bind -12%.
